# FXIIa inh 1536: human FXIIa protease inhibitors, primary screen, biochemical, 1536-well | Coagulation factor XII (Homo sapiens), P00748 | purified FXIIa, Boc-QGR-AMC fluorogenic substrate, 2 h | inhibition, % at 5 µM | 220,000 tested, 0.3% active | AID 800, 2007; in the data active means inhibition above about 40%;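 further: 0% = enzyme with no compound and 100% = blank without enzyme; many of its hits are not listed in these tables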
# Rad51 HR inh: human RAD51 strand exchange inhibitors, primary screen, biochemical, fluorescence; inhibition, % at 10 µM; 200,000 tested, 0.085% active; hRad51 DNA strand exchange, fluorescence dequenching;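 active means inhibition above 40% at the single screening dose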;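 further: 0% = DMSO control wells and 100% = blanks with heterologous ssDNA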
#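 Test system – preformed human Rad51 ssDNA filaments · Reagent – Donor/quencher-labelled 47-bp dsDNA substrate · Incubation – 37 °C 15-min filament assembly, 30-min compound preincubation, 15-min exchange · Signal – FRET fluorescence dequenching, excitation 485 nm, emission 520 nm · Read-out – percent inhibition from fluorescence, normalised to plate control and blank means · Benchmarks – plate control and blank wells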
# FXIa inh 1536: human FXIa protease inhibitors, primary screen, biochemical, 1536-well | Coagulation factor XI (Homo sapiens), P03951 | purified FXIa, Boc-Glu-Ala-Arg-AMC fluorogenic substrate | inhibition, % at 5 µM | 220,000 tested, 0.14% active | AID 798, 2007;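 active means inhibition of at least 40%; inactive means inhibition below 40%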;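 further: fluorescence of freed AMC excited at 355 nm; 0% = enzyme without compound and 100% = no enzyme blank; many of its hits are not listed in these tables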
# p97 inhibitor: inhibitors of human p97 ATPase, primary screen, biochemical. recombinant p97 ATPase, Kinase-Glo ATP luminescence, 3 h. 220,000 tested, 0.42% active. Transitional endoplasmic reticulum ATPase (Homo sapiens), P55072. inhibition, % at 8 µM; in the data active means inhibition above about 15%;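 further: 0% = DMSO vehicle and 100% = wells lacking enzyme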
# Wee1 stabilizer: Wee1 degradation inhibitors, primary screen, cell-based, HeLa, Wee1K328M-luciferase, luminescence; HeLa Luc-Wee1K328M stability; 100% = proteasome inhibitor MG132 effect; reporter increase, % at 5 µM; 220,000 tested, 1.2% active; AID 1321, 2008;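 active means activation above the mean of all tested compounds plus 3 SD, set per screening run, cut at about 8.8% in these data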;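 further: cells exposed to compound for 20 h before luminescence read; 0% = DMSO alone and 100% = MG132 at 30 µM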
# KLK5 inh: human KLK5 protease inhibitors, primary screen, biochemical, 1536-well; 210,000 tested, 0.59% active; recombinant hK5, fluorogenic AMC substrate cleavage; inhibition, % at 5 µM;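 active means inhibition of 40% or more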;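 further: 0% = enzyme controls without compound and 100% = no-enzyme blanks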
# Target sequence (Q9Y337 67-293 limits assumed): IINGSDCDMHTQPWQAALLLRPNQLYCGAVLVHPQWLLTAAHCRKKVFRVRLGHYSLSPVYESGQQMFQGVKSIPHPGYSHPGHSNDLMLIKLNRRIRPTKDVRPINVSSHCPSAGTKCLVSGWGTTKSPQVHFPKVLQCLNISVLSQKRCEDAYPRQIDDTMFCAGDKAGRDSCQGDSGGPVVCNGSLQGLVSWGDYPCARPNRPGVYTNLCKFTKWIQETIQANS
# 14-3-3 Bad inh: inhibitors of 14-3-3 zeta/Bad binding, primary screen, biochemical, TR-FRET, bovine 14-3-3 zeta; 14-3-3 protein zeta/delta (Bos taurus), P63103; TR-FRET 14-3-3zeta/Dy647-pBad peptide displacement, 1 h; inhibition, % at 21.7 µM; 220,000 tested, 0.71% active;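 active means inhibition above about 70%, limit read from the data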;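 further: 0% = full 14-3-3 plus peptide FRET controls and 100% = background without 14-3-3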
# Target sequence (P63103 whole entry, looked up): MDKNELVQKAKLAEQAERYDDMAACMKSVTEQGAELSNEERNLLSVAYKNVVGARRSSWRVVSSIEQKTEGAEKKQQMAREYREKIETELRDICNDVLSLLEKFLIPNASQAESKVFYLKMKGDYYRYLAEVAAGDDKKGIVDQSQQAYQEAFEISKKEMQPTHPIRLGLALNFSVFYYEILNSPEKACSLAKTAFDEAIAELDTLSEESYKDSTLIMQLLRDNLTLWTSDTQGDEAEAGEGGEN
# Mdm2 ligase inh: MDM2-luciferase reporter signal enhancers, primary screen, MDM2 E3 ligase inhibitor project, cell-based, luminescence, 1536-well | E3 ubiquitin-protein ligase Mdm2 (Homo sapiens), Q00987 | signal enhancement, % at 5 µM | AID 1230, 2008 | 210,000 tested, 0.11% active | cell-based MDM2 ubiquitination luciferase reporter, 2 h; 0 = plate control, 100 = twice control, blank-subtracted;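 active means signal enhancement of 30% or more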;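 further: luminescence tracks abundance of the self-degrading MDM2-luciferase fusion protein; higher signal means inhibition of MDM2 E3 ligase activity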
# Target sequence (Q00987 whole entry, looked up, the tested form may be a part): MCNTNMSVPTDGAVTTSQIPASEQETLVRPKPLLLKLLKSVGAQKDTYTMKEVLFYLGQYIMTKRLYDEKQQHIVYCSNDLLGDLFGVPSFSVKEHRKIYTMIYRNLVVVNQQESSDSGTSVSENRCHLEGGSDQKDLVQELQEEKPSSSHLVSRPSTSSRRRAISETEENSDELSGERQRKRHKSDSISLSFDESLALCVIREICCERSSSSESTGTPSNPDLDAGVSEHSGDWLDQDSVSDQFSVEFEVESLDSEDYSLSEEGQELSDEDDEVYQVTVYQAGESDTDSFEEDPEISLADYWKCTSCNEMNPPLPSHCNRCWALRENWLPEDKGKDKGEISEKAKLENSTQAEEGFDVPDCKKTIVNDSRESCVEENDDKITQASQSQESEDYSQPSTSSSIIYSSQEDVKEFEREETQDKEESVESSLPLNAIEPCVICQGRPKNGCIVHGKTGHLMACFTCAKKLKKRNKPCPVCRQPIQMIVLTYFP
#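 Material: stable MDM2–luciferase fusion reporter cells / Quantity: 2000 cells/well / Dosing: single 5 µM compound dose, 0.2% final DMSO / Buffer or medium: DMEM / Schedule: 4 h cell settling then 2 h compound exposure, 37 °C / Detection: luminescence with SteadyLite reagent, 15 min at room temperature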
# eIF4E 4G PPI: eIF4E–eIF4G protein interaction inhibitors, primary screen, biochemical, uHTS, TR-FRET, eIF4GI fragment | Eukaryotic translation initiation factor 4E (Mus musculus) + Eukaryotic translation … | inhibition, % at 21.7 µM | 220,000 tested, 0.37% active | TR-FRET eIF4E-eIF4GI(517-606) binding, 2 h;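 active means inhibition above about 30%, limit read from the data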;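 further: 0% = full FRET control wells and 100% = background wells lacking eIF4GI fragment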
# Numbers without * were called inactive; . = no result given; [ ] = remark or other dose. No enrichment for hits. Share with any hit: about 3.5%.
SMILES,FXIIa inh 1536,Rad51 HR inh,FXIa inh 1536,p97 inhibitor,Wee1 stabilizer,KLK5 inh,14-3-3 Bad inh,Mdm2 ligase inh,eIF4E 4G PPI
O=C(Nc1cnn(Cc2ccc(Cl)cc2Cl)c1)c1noc2c1CCCC2,13.7,2.4,6.2,-1.6,-0.9,-4.0,0.1,-37.2,1.7
c1ccc(-n2cc(CN3CCCC(CN4CCCC4)C3)c(-c3ccc4c(c3)OCO4)n2)cc1 (stereo not drawn),8.4,1.4,0.4,-3.4,-1.9,1.5,3.5,-8.7,-0.4
CCC(C)(C(=O)NC1CCCCC1)N(CC1CCCO1)C(=O)CNC(=O)c1ccccc1 (stereo not drawn),0.1,-13.1,5.9,2.3,0.5,-20.7,-6.2[fluorescence artefact?],-16.4,-13.9
CCc1c(C)c(C#N)c2nc3ccccc3n2c1NCCN(C)C,-18.1,-6.3,-7.8,-3.9,0.4,-17.1,1.2,-6.8,-15.7[fluorescence artefact?]
COc1ccccc1CN1CCN(C(CC(C)C)c2nnnn2Cc2cccs2)CC1 (stereo not drawn),2.4,4.5,-8.9,.,.,-24.2,41.7,0.6,-3.7
Nc1cccnc1Oc1ccccc1F,7.9,2.7,-3.7,6.4,0.0,2.2,-1.4,-7.7,-0.8
CCNc1nc(N)nc(-c2cc(Cl)ccc2O)n1,11.7,13.6,6.0,-3.3,-1.5,-10.7,10.2,-30.8,3.6
CN1CCCC1=Nc1c2c(nc3ccccc13)N(C)CC2,5.3,.,-0.2,0.1,-1.6,-15.6,-0.8,-3.6,2.3
COc1cc(/C=C/C(=O)c2ccc(Cl)s2)cc(OC)c1O,-8.0,4.2,3.5,-1.9,0.9,1.6,1.1[fluorescence artefact?],8.1,-6.0[fluorescence artefact?]
Cc1cc(OCC(=O)Nc2ccncc2)ccc1[N+](=O)[O-],1.2,-8.1,-5.3,0.6,1.2,-24.6,-1.0,-16.1,-6.4
COc1ccc(-n2nnnc2/C(=C/N(C)C)C(=O)c2ccccc2)cc1,-0.6,-15.5,-6.0,-0.4,-3.4,-7.1,-1.1,-10.1,0.3
CCOC(=O)c1c(C)nc2ccccc2c1-c1ccccc1,-0.3,-4.8,-1.0,-0.7,0.6,-0.4,2.4,-16.0,6.0
O=C(/C=C/c1ccco1)NC(=S)Nc1ccc(N2CCOCC2)c(Cl)c1,8.8,2.7,-1.6,4.3,-2.2,-20.1,3.5,-11.3,-4.7
CCOc1ccc(Br)cc1CC(=O)O,12.6,1.0,0.3,0.6,-3.1,3.2,6.1,-1.7,0.8
COc1ccc(CC(=O)Nc2cc(C)on2)cc1OC,-1.5,.,-7.6,2.8,2.4,-5.9,-9.2,.,-4.0
COc1cccc(NC(=S)NCCC(c2ccccc2)c2ccccc2)c1,-0.3,.,-15.1,-3.2,-1.1,-20.2,-9.4,-4.2,-6.7
CCN(CC)CCn1c(=S)[nH]c2cc(C(=O)N3CC=C(c4ccccc4)CC3)ccc2c1=O,5.2,9.9,-1.6,3.5,-2.5,-3.5,-4.4,-9.7,-6.3
Cn1c(-c2ccc(F)cc2)cnc1NCc1cc2c(cc1[N+](=O)[O-])OCO2,12.5,2.6,4.0,0.5,-2.3,-17.0,5.0[fluorescence artefact?],-9.1,2.0
CSc1ccccc1C(=O)Nc1cccc(N(C)S(C)(=O)=O)c1,9.5,6.4,-2.0,4.5,0.2,24.5,-7.1,-9.9,1.7
N#C/C(=C(/O)COC(=O)CSc1ccc(Cl)cc1)c1nc2ccccc2[nH]1,9.5,-11.2,-3.1,5.2,-0.5,-50.0,1.5,-2.6,4.0

# Individual results from the list:
# Nc1cccnc1Oc1ccccc1F – eIF4E 4G PPI = -0.8
# N#C/C(=C(/O)COC(=O)CSc1ccc(Cl)cc1)c1nc2ccccc2[nH]1 – p97 inhibitor = 5.2
# O=C(Nc1cnn(Cc2ccc(Cl)cc2Cl)c1)c1noc2c1CCCC2 – FXIIa inh 1536 = 13.7

# Continuation.
SMILES,FXIIa inh 1536,Rad51 HR inh,FXIa inh 1536,p97 inhibitor,Wee1 stabilizer,KLK5 inh,14-3-3 Bad inh,Mdm2 ligase inh,eIF4E 4G PPI
CCCN(CCC)S(=O)(=O)c1cccc(-c2csc(C)n2)c1,10.4,.,3.1,-2.6,2.0,2.5,-5.3,-8.1,-1.7
CCOC(=O)c1nnn(CC(=O)Nc2cccc(F)c2)c1C(=O)OCC,16.9,1.4,3.1,-4.8,1.2,5.0,-4.9,-11.8,3.0
CCN1CCn2c1nc(N1CCCCC1)nc2=O,17.7,7.2,-2.6,3.8,4.5,-10.2,-16.2,-14.2,-4.9
OC1(c2cn(Cc3ccccc3)nn2)CCCCC1,19.2,.,0.1,3.6,-0.4,-6.5,2.6,0.5,3.3
CCCCCC(=O)Nc1nc2ccccc2[nH]1,12.3,0.3,7.9,4.4,1.3,-6.3,-6.3[fluorescence artefact?],-7.0,-5.0
O=C(COc1ccc(Cl)cc1Cl)NCCCCc1ccccc1,1.0,-0.5,-4.8,-8.9,0.8,-17.8,-3.1,-3.4,-2.4
C=CCNC(=O)c1ccc(-n2cccc2)cc1,4.4,-4.5,-2.0,0.8,0.1,0.8,-2.4,-9.4,1.8
N/C(=N\OC(=O)CCC1CCCCC1)c1ccc([N+](=O)[O-])cc1,25.9,.,6.4,-2.2,-0.1,35.4,-4.2,-17.6,5.6
N#CCSc1nc2c(sc(=S)n2Cc2ccco2)c(=O)n1-c1ccc(F)cc1,19.4,-0.4,4.3,2.3,-0.6,-3.7,-8.0,3.5,-8.8
CC1=Nc2cc(C(=O)O)ccc2Sc2c(C)ccc(C)c21,4.8,1.9,-0.9,-2.8,6.0,-4.3,2.1,-11.1,-1.9
O=C(CCSc1ccccc1)Nc1nnc(-c2cccs2)o1,8.7,.,1.3,2.0,9.5*,3.7,-13.9,-1.9,2.5
O=C(c1cc(-c2ccncc2)nc2ccc(Br)cc12)N1CCN(Cc2ccc3c(c2)OCO3)CC1,-7.0,11.3,-6.6,-0.8,-2.6,-20.6,-10.7,-16.6,-2.7
C/C=C/c1ccc(OCCOc2cc(C=O)ccc2OC)c(OC)c1,1.1,-0.7,-8.7,0.1,-1.6,-8.0,7.5,-12.7,7.7
CC(=O)c1ccc(S(=O)(=O)N2CCN(C(=O)/C=C/c3ccc4ccccc4n3)CC2)cc1,6.3,-7.5,4.0,-1.7,-2.1,-6.2,1.1,-8.8,3.2
Clc1ccc(-c2cc(C3CCNCC3)[nH]n2)cc1,0.4,16.3,-3.7,0.6,-2.9,-5.4,-10.7,-5.8,0.4
Cc1ccc(C)c(N2CCN(S(=O)(=O)c3ccc4c(c3)oc(=O)n4C)CC2)c1,-11.2,-1.7,-0.9,0.7,0.4,12.1,-1.5,-15.4,1.6
O=C(O)/C=C/c1ccc(S(=O)(=O)NCc2ccco2)cc1,3.4,2.8,-4.2,1.3,5.6,-3.0,-2.7,-5.0,3.7
Cc1cccc(C(=O)O/N=C(\N)c2cccc([N+](=O)[O-])c2)c1,13.4,-10.7,4.8,0.4,1.4,-3.9,-7.8,-8.2,7.8[fluorescence artefact?]
COC(=O)c1ccccc1NC(=O)CN(c1ccc(OC)cc1)S(C)(=O)=O,7.8,-2.6,-6.8,-7.8,2.0,-2.7,5.1,0.5,-2.2
O=C(CCN1CCCCC1)c1ccccc1,11.9,0.7,4.9,-3.0,0.8,2.8,-8.0[fluorescence artefact?],-4.3,-0.1[fluorescence artefact?]
COc1ccc(NC(=O)CSc2nc3ccsc3c(=O)n2CCCCCC(=O)O)cc1,1.8,-9.0,-6.6,-0.1,0.4,-5.1,-5.9,-15.2,0.2
CSc1nc2ccc(NC(=O)c3c(-c4ccccc4)noc3C)cc2s1,10.1,-2.8,2.8,2.9,-3.0,4.2,0.8,-2.8,3.2
CCc1cc(C(=O)NNC(=S)NCc2ccccc2)cs1,17.4,0.4,-1.9,2.2,-1.5,-184.7,-5.9[fluorescence artefact?],-36.5,3.2
CC(C)CNC(=O)c1cccc(NC(=O)C(C)C)c1,7.1,3.5,-4.2,1.6,-1.4,-14.8,-10.4,-8.9,-0.6
Cc1ccc(NC(=O)NNC(=O)Cn2nc(-c3ccccc3)c(-c3ccccc3)c(C#N)c2=O)cc1,15.3,-8.5,6.1,14.6*,-2.2,7.2,-1.4,-13.9,-13.0
Cc1ccccc1C1NC(=S)NC2=C1C(=O)CC(C)(C)C2 (stereo not drawn),4.0,.,0.4,4.5,-1.8,-2.3,1.5,-0.6,-1.0
COc1ccc(S(=O)(=O)Nc2cc(C(=O)NC3CCCCCC3)ccc2N2CCOCC2)cc1,10.8,5.7,-0.3,0.9,2.2,0.1,2.1,10.0,0.1
Cc1ccc(NC(=O)C(C)N=C2NS(=O)(=O)c3ccccc32)cc1F (stereo not drawn),2.1,-4.7,-3.7,0.2,0.8,1.0,-0.3,.,-11.7
Cc1nc2nc(SCC(=O)C(C)(C)C)[nH]c2cc1Br,7.8,-12.7,5.7,-3.1,0.0,-15.1,21.2,-4.1,7.7
c1ccc(N2CCN(Cc3nnnn3C3CCCCC3)CC2)cc1,4.5,3.1,5.2,-3.6,-1.3,5.0,-1.0,1.2,-3.3
COc1ccc(C2c3sc(=O)[nH]c3SCC2C(N)=O)cc1 (stereo not drawn),3.8,14.2,-5.0,4.7,1.1,-3.7,-4.0,-15.5,1.1
Cc1nnc(SCC(=O)Nc2ccc(Br)cn2)[nH]c1=O,4.7,-4.0,3.2,5.9,0.9,-0.5,30.2,-9.8,-0.3
CCN1C(=O)C(CC(=O)Nc2ccc(OC)cc2)N(Cc2ccco2)C1=S (stereo not drawn),-6.1,.,-7.0,-5.7,-0.7,1.9,6.2,-7.8,-7.3[fluorescence artefact?]
Clc1cc(CSc2ccccc2)nc(-c2ccccc2)n1,1.9,8.4,-4.7,1.4,-0.2,-14.3,-18.8,-7.2,-3.0
COc1ccc2c(c1OC)C(=O)OC2CC(=O)c1ccc(N(C)C)cc1 (stereo not drawn),6.2,-5.2,-2.2,-0.5,2.0,4.1,-6.8[fluorescence artefact?],-1.0,11.2
Clc1ccc(-c2nn3c(C4COc5ccccc5O4)nnc3s2)cc1 (stereo not drawn),13.4,3.5,0.9,2.7,-0.3,1.0,-16.4,-3.1,8.6

# Already shown: entries from further up.
SMILES,FXIIa inh 1536,Rad51 HR inh,FXIa inh 1536,p97 inhibitor,Wee1 stabilizer,KLK5 inh,14-3-3 Bad inh,Mdm2 ligase inh,eIF4E 4G PPI
COc1ccc(S(=O)(=O)Nc2cc(C(=O)NC3CCCCCC3)ccc2N2CCOCC2)cc1,10.8,5.7,-0.3,0.9,2.2,0.1,2.1,10.0,0.1
Cc1ccc(NC(=O)C(C)N=C2NS(=O)(=O)c3ccccc32)cc1F (stereo not drawn),2.1,-4.7,-3.7,0.2,0.8,1.0,-0.3,.,-11.7

# Compound activity deposited in PubChem BioAssay by several laboratories.
